TPT1 inh: C. albicans TPT1 enzyme inhibition. recombinant caTPT1, FP RNA substrate dephosphorylation. inhibition, % at 5 µM. hit rate 0.81% among 300,000. AID 1962;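 active means inhibition above the mean of all tested compounds plus 3 SD, set per screening campaign, cut at about 24% in these data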;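 further: plate controls were DMSO alone for no effect and ferristatin control at 100 nM for full effect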
JMJD2C inh: inhibitors of human GASC-1 (JMJD2C) demethylase | AID 2099 | Q9H3R0 | inhibition, % at 2.35 µM | hit rate 0.069% among 330,000 | GST-JMJD2C(1-420) H3K9me3 demethylation, DELFIA europium;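 active means more than half of a compound's replicate wells show inhibition beyond 50%, single wells judged on their own value; inconclusive means some, but no more than half, of replicates pass 50% inhibition; inactive means no replicate passes 50% inhibition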;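 further: signal counts dimethyl H3K9 product captured on neutravidin plate; 0% = median of DMSO wells and 100% = 0.3 times that DMSO median; strong numbers were not always called active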
CTSL1 counter: counter-screen for PFM18AAP inhibitors: inhibitors of F. hepatica cathepsin L1 | AID 1906 | inhibition, % at 5.96 µM | recombinant F. hepatica cathepsin L1, Z-Leu-Arg-MCA fluorescence | hit rate 0.49% among 300,000;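 active means inhibition above the mean of all tested compounds plus 3 SD, set per screening campaign, cut at about 17% in these data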;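 further: 0% = plate median of test compound wells and 100% = 1 µM Z-Phe-Ala-diazomethylketone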
EBNA-1 inhibitor: blocks EBNA-1 binding to DNA; inhibition, % at 14.8 µM; EBNA-1 DNA binding, fluorescence polarization; hit rate 0.34% among 300,000; AID 1950; in the data active means inhibition above about 28%
PP1 counter: counter-screen for PP5 inhibitors: inhibitors of human PP1-alpha. P62136. hit rate 0.9% among 320,000. purified PP1alpha, OMFP fluorescence. inhibition, % at 6.7 µM;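 active means inhibition above the mean inhibition of all tested compounds plus 3 SD, computed separately for each screening campaign, cut at about 15% in these data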
Target sequence (P62136 whole entry, looked up): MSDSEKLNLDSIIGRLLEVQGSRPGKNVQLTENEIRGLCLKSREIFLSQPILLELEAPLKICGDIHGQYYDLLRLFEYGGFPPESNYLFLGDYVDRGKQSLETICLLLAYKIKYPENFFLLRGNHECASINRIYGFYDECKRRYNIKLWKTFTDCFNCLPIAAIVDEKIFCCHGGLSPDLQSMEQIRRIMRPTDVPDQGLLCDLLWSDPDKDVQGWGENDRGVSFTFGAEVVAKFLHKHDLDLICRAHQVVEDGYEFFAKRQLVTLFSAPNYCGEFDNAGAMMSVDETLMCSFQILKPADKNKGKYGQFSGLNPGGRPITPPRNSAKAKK
PP5 inh: blocks human protein phosphatase 5 activity; purified PP5c, OMFP substrate fluorescence; hit rate 0.18% among 320,000; AID 1987; inhibition, % at 6.7 µM;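 active means inhibition above the campaign's mean inhibition across all tested compounds plus 3 SD, cut at about 9.5% in these data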;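 further: 0% = DMSO only and 100% = 100 µM cantharidin control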
Target sequence (P53041 whole entry, looked up): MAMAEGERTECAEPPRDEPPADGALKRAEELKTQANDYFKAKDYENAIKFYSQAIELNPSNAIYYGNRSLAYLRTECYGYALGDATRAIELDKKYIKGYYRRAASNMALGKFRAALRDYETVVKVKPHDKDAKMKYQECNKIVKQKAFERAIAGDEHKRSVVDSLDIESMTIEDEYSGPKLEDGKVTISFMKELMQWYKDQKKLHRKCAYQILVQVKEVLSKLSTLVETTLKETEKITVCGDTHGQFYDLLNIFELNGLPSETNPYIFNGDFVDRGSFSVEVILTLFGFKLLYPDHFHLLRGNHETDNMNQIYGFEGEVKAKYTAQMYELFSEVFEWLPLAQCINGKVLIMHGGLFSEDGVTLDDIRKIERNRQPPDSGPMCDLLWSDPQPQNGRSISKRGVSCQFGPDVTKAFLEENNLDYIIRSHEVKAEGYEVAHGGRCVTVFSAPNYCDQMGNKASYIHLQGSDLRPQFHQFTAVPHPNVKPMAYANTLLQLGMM
ZTA DNA inh: ZTA (EBV) inhibition in EBNA-1 counter-screen | P03206 | ZTA-DNA binding, fluorescence polarization | inhibition, % at 11 µM | hit rate 0.15% among 320,000; in the data active means inhibition above about 33%
Target sequence (P03206 whole entry, looked up): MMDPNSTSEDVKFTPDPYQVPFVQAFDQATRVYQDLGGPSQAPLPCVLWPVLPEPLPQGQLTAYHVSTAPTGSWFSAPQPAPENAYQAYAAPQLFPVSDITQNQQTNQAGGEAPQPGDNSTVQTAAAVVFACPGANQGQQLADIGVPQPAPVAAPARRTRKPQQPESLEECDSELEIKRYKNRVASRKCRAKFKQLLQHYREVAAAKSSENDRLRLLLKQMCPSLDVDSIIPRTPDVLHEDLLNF
HCV core dimer: blocks dimerization of HCV core protein; AID 1899; inhibition, % at 5 µM; TR-FRET GST/Flag-core106 dimerization, 1536-well; hit rate 0.33% among 300,000;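 active means inhibition above the mean of all tested compounds plus 3 SD, set per screening campaign, cut at about 45% in these data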
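System: GST-tagged and Flag-tagged HCV core protein residues 1-106 / Input: core106 proteins, GST 13.5 nM and Flag 17 nM / Buffer or medium: KF-containing HEPES buffer, pH 7.45, DTT, CHAPS, BSA / Probe or stimulus: Eu-anti-GST and XL665-anti-Flag labelled anti-tag antibodies / Schedule: 4 h, 22.5 °C incubation / Technique: TR-FRET 671 and 617 nm emission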
Yeast superoxide: yeast age-related superoxide inhibition as caloric restriction mimetic; hit rate 0.18% among 330,000; S. cerevisiae aged cells, superoxide DHE fluorescence; hits give low values; superoxide response (% of plate mean), % at 10 µM;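 active means superoxide response under a set limit, about three screen SD below normal, cut at about 65% in these data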;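 further: yeast aged for seven days with compound at 30 °C before DHE staining; 100% = average MFI of all compound-treated wells on the plate with controls excluded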
The depositor's hits bear a star; ? = inconclusive; nt = not tested or not shown.

SMILES	TPT1 inh	JMJD2C inh	CTSL1 counter	EBNA-1 inhibitor	PP1 counter	PP5 inh	ZTA DNA inh	HCV core dimer	Yeast superoxide
Nn1c(SC/C=C/c2ccccc2)nnc1-c1ccccn1	-4	-40	-1	4	0	-0.5	1	1	105
CC(C)n1cc(NC(=O)c2cc(-c3ccccc3)on2)cn1	0	0	-1	3	-1	0.0	13	6	99
Cc1c(/C=N/O)c2ccccn2c1C=O	-1	14	4	18	-5	-1.5	7	8	108
Cc1cc(OCC(=O)Nc2ccccc2N2CCCC2)ccc1C(C)C	2	0	-2	-6	-6	-0.1	4	-1	89
CCN(CC)CCCN1C(=O)C(=O)/C(=C(/O)c2ccccc2)C1c1cc(OC)ccc1OC (stereo not drawn)	-2	-14	-7	8	-6	-0.1	3	1	99
O=S(=O)(c1ccccc1)N1CCN=C1SCc1ccccc1	4	3	-3	-5	0	0.8	2	4	116
COc1cc(/C=N/Nc2nc3ccccc3[nH]c2=O)ccc1O	-1	10	0	0	2	2.7	-8	-24	87
COc1ccc(C(=O)Nc2cnc3ccccn3c2=O)cc1	1	1	-2	-4	0	0.5	2	-1	108
O=C(Nc1ccc(S(=O)(=O)Nc2ccccc2F)cc1)N1CCCCC1	-2	4	2	9	-1	2.4	10	-5	100
CCc1cc(=O)oc2cc(OCC(=O)NCCCN3CCCC3=O)c(Cl)cc12	2	0	-1	11	-4	0.0	1	4	103
CCN1C(=O)/C(=C2/C(=O)N3c4c(cc(OC(C)=O)cc42)C(C)=CC3(C)C)SC1=S	-5	0	-8	0	-2	1.9	-2	-8	106
Nc1nonc1-n1nnc(C(=O)N/N=C/c2cccc(Cl)c2)c1CSc1ccc(Cl)cc1	0	4	5	9	3	1.4	-1	17	104
O=C(Nc1ncn[nH]1)c1ccccc1Br	5	21	-1	-3	-4	0.8	8	3	94
CN(CC(=O)Nc1ccc(Cl)cc1)C(=O)c1cccc(S(=O)(=O)N(C)C)c1	-4	-10	-1	0	-2	-2.0	7	-8	90
CCn1c(=O)c([N+](=O)[O-])c(NCc2ccc3c(c2)OCO3)c2ccccc21	1	7	2	-6	-2	3.3	-8	2	101
O=c1c2c([N+](=O)[O-])cc([N+](=O)[O-])cc2nc2ccccn12	3	-6	4	6	8	9.5	-1	38	112
N#C/C(=C\c1cn[nH]c1-c1ccc(Cl)cc1)C(=O)NCc1ccccc1	1	8	2	-6	1	4.3	-1	0	81
CCCC(=O)Oc1ccc(N(C(=O)CCC)S(=O)(=O)c2cccc([N+](=O)[O-])c2)cc1	-2	3	-6	8	4	3.2	3	2	94
CCc1cccc(C)c1NC(=O)CO/N=C(\C)c1cc2ccccc2o1	2	-150	-5	8	-2	2.9	9	6	101
C/C(CC(=O)Nc1cccc(Cl)c1Cl)=N\NC(=O)c1ccccc1C	1	-1	-3	-17	1	3.2	-16	1	96
COc1cc(F)c(C2=CC(=O)C[C@H](c3ccc4c(c3)OCO4)C2)cc1F	nt	-7	nt	nt	-1	1.3	7	nt	97
O=C(N/N=C/c1cccnc1)C(O)c1ccccc1 (stereo not drawn)	-2	-5	5	4	-3	1.0	0	-11	109
COc1ccc(N2C(=O)N3[C@H](c4ccc(Br)cc4)[C@@H]4C(=O)N(C(C)(C)C)C(=O)[C@@H]4[C@]3(Cc3ccccc3)C2=O)cc1	-7	-6	3	10	5	2.2	-7	6	91
CCOc1cc(NC(=S)NCC2CCCO2)c(OCC)cc1NC(=O)CC (stereo not drawn)	4	?	2	-9	-2	0.3	-4	-1	99
COc1ccc(-n2ncc3c2CC(C)(C)CC3NC(=O)CCn2nc(C)cc2C)cc1 (stereo not drawn)	-2	-1	5	-4	0	2.6	-10	-10	111
O=C(/C=C/c1cccnc1)c1ccc(O)cc1	1	2	-3	1	-4	-1.2	8	6	108
N#CCCN(Cc1cccnc1)C(=S)Nc1ccc(OC(F)F)cc1	-2	-7	3	-5	1	-4.0	6	14	82
O=c1[nH]n(Cc2ccccc2)c(=O)c2ccccc12	-1	-3	0	-4	-1	-1.5	0	-2	104
CCN1CCN(CCNC(=O)Nc2ccc([N+](=O)[O-])cc2)CC1	-1	-6	2	-3	-3	-0.1	-19	-1	108
COc1ccc(CN2CC(=O)N(c3ccc(C)c(C)c3)C2=S)cc1OC	0	-5	-3	-17	-1	2.0	-8	2	109

Five entries already listed, sorted by their value in EBNA-1 inhibitor, rising:
smiles | EBNA-1 inhibitor
COc1ccc(CN2CC(=O)N(c3ccc(C)c(C)c3)C2=S)cc1OC | -17
CCOc1cc(NC(=S)NCC2CCCO2)c(OCC)cc1NC(=O)CC (stereo not drawn) | -9
CCN1CCN(CCNC(=O)Nc2ccc([N+](=O)[O-])cc2)CC1 | -3
O=C(/C=C/c1cccnc1)c1ccc(O)cc1 | 1
COc1ccc(N2C(=O)N3[C@H](c4ccc(Br)cc4)[C@@H]4C(=O)N(C(C)(C)C)C(=O)[C@@H]4[C@]3(Cc3ccccc3)C2=O)cc1 | 10

(further entries)
SMILES	TPT1 inh	JMJD2C inh	CTSL1 counter	EBNA-1 inhibitor	PP1 counter	PP5 inh	ZTA DNA inh	HCV core dimer	Yeast superoxide
CCCCn1c(N)c(N(CCOC)C(=O)c2cc3c(s2)CCCCC3)c(=O)[nH]c1=O	0	4	4	7	-2	-2.6	-1	3	104
COc1cc(C2NC(=O)CCC2[N+](=O)[O-])cc(Br)c1OC (stereo not drawn)	-1	13	-3	-1	-4	1.0	4	3	108
COC(=O)c1cc(C#N)c(Oc2ccccc2)nc1C	-5	8	2	-6	0	1.2	-12	-1	141
COc1ccc(C2CC(c3ccc(OC)c(OC)c3)=NN2C(=O)c2ccccc2)cc1 (stereo not drawn)	0	2	-1	-7	-1	0.4	-7	-1	96
CN(C)/C=N/c1cc(=O)n(Cc2ccccc2)c(=O)n1C	-3	-9	-1	7	-4	-1.5	-18	-2	101
COc1ccc(CNC(=O)c2onc(C)c2Cl)cc1	7	0	0	0	3	1.9	2	-12	102
CSc1ncccc1C(=O)OCC(=O)c1cccs1	-2	-2	-1	-6	1	0.3	0	-2	73
COC(=O)CSc1nc(C)c(C(=O)Nc2ccccc2C)c(-c2ccc(Cl)cc2)c1C#N	1	-1	-1	7	6	2.7	4	18	89
COc1cc(-c2nc3cnccn3c2Nc2ccc3c(c2)OCCO3)ccc1O	2	-8	1	-1	3	1.8	-6	-28	106
CC1(C)CC(=O)C2=C(C1)N(c1ccccc1)C(N)=C(C#N)C2c1cccnc1 (stereo not drawn)	14	10	1	2	-2	1.3	11	3	114

An excerpt of these results, with two lines to a compound:
Values run as follows: TPT1 inh | JMJD2C inh | CTSL1 counter | EBNA-1 inhibitor | PP1 counter | PP5 inh | ZTA DNA inh | HCV core dimer | Yeast superoxide
> COc1ccc(CNC(=O)c2onc(C)c2Cl)cc1
→ 7 | 0 | 0 | 0 | 3 | 1.9 | 2 | -12 | 102
> CSc1ncccc1C(=O)OCC(=O)c1cccs1
→ -2 | -2 | -1 | -6 | 1 | 0.3 | 0 | -2 | 73
> COC(=O)CSc1nc(C)c(C(=O)Nc2ccccc2C)c(-c2ccc(Cl)cc2)c1C#N
→ 1 | -1 | -1 | 7 | 6 | 2.7 | 4 | 18 | 89
> COc1cc(-c2nc3cnccn3c2Nc2ccc3c(c2)OCCO3)ccc1O
→ 2 | -8 | 1 | -1 | 3 | 1.8 | -6 | -28 | 106

Taken from above.
TPT1 inh, `COc1ccc(N2C(=O)N3[C@H](c4ccc(Br)cc4)[C@@H]4C(=O)N(C(C)(C)C)C(=O)[C@@H]4[C@]3(Cc3ccccc3)C2=O)cc1` = -7
JMJD2C inh, `Cc1c(/C=N/O)c2ccccn2c1C=O` = 14
ZTA DNA inh, `O=C(/C=C/c1cccnc1)c1ccc(O)cc1` = 8
EBNA-1 inhibitor, `CCN1C(=O)/C(=C2/C(=O)N3c4c(cc(OC(C)=O)cc42)C(C)=CC3(C)C)SC1=S` = 0

Next part.
SMILES	TPT1 inh	JMJD2C inh	CTSL1 counter	EBNA-1 inhibitor	PP1 counter	PP5 inh	ZTA DNA inh	HCV core dimer	Yeast superoxide
Cc1cccc(NC(=O)CCc2nc3sc4c(c3c(=O)[nH]2)CCCC4)c1	-6	11	2	11	1	0.2	-11	-3	116
Cc1ccc(O)c(NC(=O)c2cc(-c3ccco3)on2)c1	4	9	0	4	2	1.5	3	5	116
COCCNC(=O)c1c(N)n(CCCn2ccnc2)c2nc3ccccc3nc12	-2	-2	2	4	-4	1.4	-8	-2	109
C=CCn1c(SCC(=O)NCc2ccccc2)nnc1C1CCCCC1	-2	-17	4	1	0	-1.4	1	-3	101
COCCCNC(=S)NC(=O)c1ccc([N+](=O)[O-])cc1	0	-3	0	3	-1	2.9	-8	-12	88
Cc1coc2cc3oc(=O)ccc3cc12	0	16	0	11	-1	-2.0	4	-4	94
Cc1c2c([n+]3n1CCC3)CC(C)(C)CC2=O	0	4	-5	2	-3	0.6	2	6	96
COC(=O)C1=C(C)N(CCCCCC(=O)O)C(=O)NC1c1ccccc1 (stereo not drawn)	-2	2	0	5	5	2.9	1	6	100
C=C(C)CC1N(c2cccc(OC)c2)C(=O)C2C(C(=O)O)C3C=CC21O3 (stereo not drawn)	-2	-2	2	-4	-2	-0.5	1	2	98
COc1cc(Cl)c(C)cc1NC(=O)CCNC(=O)c1ccco1	3	9	-4	10	-4	0.5	5	-1	92
O=C(COC(=O)c1ccccc1NC(=O)c1ccco1)NCC1CCCCC1	-6	-3	-3	4	-1	1.0	0	-3	98
COc1cccc(NC(=S)N2CCN(C(c3ccccc3)c3ccccc3)CC2)c1	0	1	0	0	3	3.2	-5	13	102
O=C(NCCC1CCCCN1S(=O)(=O)c1ccc(F)cc1)C(=O)Nc1ccccc1 (stereo not drawn)	-2	-10	5	-1	-2	0.5	5	6	110
O=c1c(-c2ccc(F)cc2)coc2cc(O)ccc12	2	-13	2	-10	-2	2.1	2	12	96
O=C(CCNC(=O)c1ccc(Br)cc1)NNC(=O)c1ccccc1O	-1	82	10	11	-3	0.2	8	-4	93
COC(=O)c1ccc(C2NC(=O)c3ccccc3O2)cc1 (stereo not drawn)	0	10	0	6	2	0.9	-5	10	101
COc1ccccc1C(=O)N1CCN(Cc2ccc3c(c2)OCO3)CC1	0	-3	2	-3	-4	-0.7	6	-6	91
CCc1ccc(N=CC23c4ccccc4C(c4ccccc42)C2C(=O)N(c4ccc(OC)cc4)C(=O)C23)cc1 (stereo not drawn)	-3	6	1	8	3	1.4	3	17	89
COc1ccc(NC(=O)COc2ccc(C(=O)OCC(=O)N(C(C)C)C(C)C)cc2OC)cc1	-2	6	-7	-3	-3	0.0	6	1	108
C=C[C@@]1(C)CC(=O)[C@]2(O)[C@@]3(C)[C@@H](O)CCC(C)(C)[C@@H]3[C@H](OC(C)=O)[C@H](O)[C@@]2(C)O1	-4	-1	-1	-8	-3	1.1	-2	0	92
O=C(O)CCNC(=O)/C(=C\C=C\c1ccccc1)NC(=O)c1ccccc1	-2	-7	9	-9	-1	0.9	9	0	95
Cc1onc(-c2ccccc2)c1C(=O)NC(=S)NNC(=O)c1ccc(O)cc1O	0	17	1	6	6	2.2	2	-15	100

Screens as filed in PubChem.
